PI4K2A inh – qHTS for small molecular inhibitors of PI4K2A; Phosphatidylinositol 4-kinase type 2-alpha (Homo sapiens), Q9BTU6; purified PI4K2A, ADP-Glo luminescence, 1 h; hits give low values; activity change, negative = inhibition, % at 76.9 µM; 0.13% of 420,000 active; in the data active = activity change below about -50%; inconclusive = mostly about -30% to -49%;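 note: -100% = wells without enzyme as full effect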
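PI4K2A activity was measured by ADP-Glo luminescence: enzyme (4 ug/mL stock) and phosphatidylinositol (1.2 mM stock) in Tris pH 7.5/MgCl2/EGTA/Triton X-100 buffer were reacted with ATP (300 microM stock) for one hour at ambient temperature.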
PGK inhibitor – qHTS Assay to Find Inhibitors of Phosphoglycerate Kinase; PGK/GAPDH coupled, Kinase-Glo luminescence, 60 min; Potency, µM (titrated, usually from 57.5 µM), for the others: at the top dose activity change, negative = inhibition, actives largely listed as inhibitors; 0.043% of 380,000 active; AID 602233, 2012; note: potency is the fitted concentration of half-maximal effect; % is set by controls: 0 for no effect and ±100 for the full control effect; nearly all actives have a fitted effect of over 60% in size
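Luminescent ATP detection (Kinase-Glo Plus) follows a 60-minute room-temperature incubation, with wells lacking PGK as controls. Buffer: 100 mM TEA (pH 7.6), 5 mM MgCl2, 0.01% Tween-20. Coupling enzyme GAPDH (100 nM final) supplies unstable 1,3-BPG in-well.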
USP1 inh – Inhibitors of USP1/UAF1: Primary Screen | Ubiquitin carboxyl-terminal hydrolase 1 (Homo sapiens), O94782 | 0.23% of 390,000 active | AID 743255, 2014 | recombinant USP1/UAF1, Ub-Rhodamine cleavage fluorescence | Potency, µM (top dose mostly 57.1 µM), for the others: top-dose activity change, negative = inhibition, hits mostly inhibitors; note: potency is the fitted concentration of half-maximal effect; % is set by controls: 0 for no effect and ±100 for the full control effect; nearly all actives have a fitted effect of over 60% in size; inactives centre near -12
Target sequence (O94782 whole entry, looked up): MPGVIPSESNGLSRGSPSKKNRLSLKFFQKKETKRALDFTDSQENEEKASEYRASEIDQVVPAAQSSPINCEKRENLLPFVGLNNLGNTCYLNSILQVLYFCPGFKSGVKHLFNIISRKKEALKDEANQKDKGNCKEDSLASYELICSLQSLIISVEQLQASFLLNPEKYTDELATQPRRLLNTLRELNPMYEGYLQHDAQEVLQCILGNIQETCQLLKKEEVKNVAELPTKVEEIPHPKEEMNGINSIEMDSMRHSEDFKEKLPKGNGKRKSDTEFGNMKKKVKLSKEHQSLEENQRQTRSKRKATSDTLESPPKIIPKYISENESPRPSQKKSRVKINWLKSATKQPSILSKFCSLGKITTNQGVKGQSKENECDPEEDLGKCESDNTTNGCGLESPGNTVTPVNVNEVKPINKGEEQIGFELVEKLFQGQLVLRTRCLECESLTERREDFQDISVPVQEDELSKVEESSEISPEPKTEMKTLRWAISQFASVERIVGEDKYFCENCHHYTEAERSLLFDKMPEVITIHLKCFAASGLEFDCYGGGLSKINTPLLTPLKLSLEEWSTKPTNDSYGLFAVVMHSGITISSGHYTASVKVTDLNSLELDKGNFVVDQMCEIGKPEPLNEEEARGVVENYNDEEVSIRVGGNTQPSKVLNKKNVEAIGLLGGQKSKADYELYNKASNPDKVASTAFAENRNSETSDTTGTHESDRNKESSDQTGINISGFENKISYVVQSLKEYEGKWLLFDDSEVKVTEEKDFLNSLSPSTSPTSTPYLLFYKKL
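USP1/UAF1 complex (1 nM) preincubated 15 min at room temperature with compound, then Ub-Rho substrate (150 nM final) added. Kinetic fluorescence at 480/540 nm over 6 reads at 60 s intervals; 50 mM HEPES pH 7.8, 0.5 mM EDTA, 0.1 mg/ml BSA, 1 mM TCEP, 0.01% Tween-20.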
TrxR1 substrate – qHTS Assay for Substrates of Mammalian Selenoprotein Thioredoxin Reductase 1 (TrxR1): qHTS | Thioredoxin reductase 1, cytoplasmic (Rattus norvegicus), O89049 | purified TrxR1 substrate turnover, NADPH consumption readout | Potency, µM (titrated, usually from 114 µM), inactives show at the highest dose activity change, negative = substrate turnover | 0.01% of 390,000 active | AID 588456, 2011; note: potency is the fitted concentration of half-maximal effect; % is set by controls: 0 for no effect and ±100 for the full control effect; nearly all actives have a fitted effect of over 50% in size
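Rat TrxR1, dispensed at 90 nM, was prereduced with 400 uM NADPH (final) for 5 min at ~22 deg C, then incubated with compound 15 min before 400 uM selenite. A first-read NADPH fluorescence drop versus no-compound background flagged substrates.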
IDH1 R132H inh – qHTS for Inhibitors of mutant isocitrate dehydrogenase 1 (IDH1): qHTS; Isocitrate dehydrogenase [NADP] cytoplasmic (Homo sapiens), O75874; IDH1-R132H enzyme, NADPH consumption, diaphorase/resazurin fluorescence; Potency, µM (highest dose often 76.6 µM), inactives show at the highest dose activity change, negative = inhibition, hits mostly inhibitors; 0.093% of 390,000 active; AID 602179, 2012; note: potency is the fitted concentration of half-maximal effect; % is set by controls: 0 for no effect and ±100 for the full control effect; nearly all actives have a fitted effect of over 65% in size
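IDH1-R132H (0.5 ug/mL dispensed) in pH 7.5 Tris buffer was preincubated 30 min with compound, then given a substrate mix of 0.016 mM NADPH and 2 mM alpha-KG for 80 min at room temperature; remaining NADPH was read by diaphorase/resazurin fluorescence.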
GLS inh – qHTS for Inhibitors of Glutaminase (GLS). Glutaminase kidney isoform, mitochondrial (Homo sapiens), O94925. GLS enzymatic activity, qHTS titration. Potency, µM (top dose mostly 45.5 µM), for the others: at the top dose activity change, negative = inhibition, usual class: inhibitors. 0.21% of 410,000 active. AID 624170, 2012; note: potency is the fitted concentration of half-maximal effect; % is set by controls: 0 for no effect and ±100 for the full control effect
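Read-out is an Amplex red fluorescence increase coupled through glutamate oxidase and HRP, measured before and after 30 min room-temperature incubation. hKGA is in 45 mM KH2PO4 (pH 8.2) with 0.02% Tween-20; glutamine added as 1mM solution.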
Pin1 inhibitor – qHTS Assay to Find Inhibitors of Pin1; Potency, µM (titrated, usually from 115 µM), for the others: at the highest dose activity, negative = inhibition, usual class: inhibitors; 0.009% of 390,000 active; Pin1 FP peptide displacement, HiFluor488, 10 min; active = well fitted inhibition curve with a large enough effect in the polarisation, with a control signal flat, not every such curve was filed as active; inconclusive = small, poorly fitted or top-dose-only effect, or effect the other way, or a change in a side signal; inactive = no such curve, though single readings can be large or run the other way; the % refers to the polarisation; note: potency is the fitted concentration of half-maximal effect; % is set by controls: 0 for no effect and ±100 for the full control effect
TrxR1 inh – qHTS Assay for Inhibitors of Mammalian Selenoprotein Thioredoxin Reductase 1 (TrxR1): qHTS; Potency, µM (titrated, usually from 114 µM), without a hit: top-dose activity change, negative = inhibition, most hits filed as inhibitors; 1% of 390,000 active; recombinant rTrxR1, NADPH fluorescence consumption, selenite substrate; Thioredoxin reductase 1, cytoplasmic (Rattus norvegicus), O89049; AID 588453, 2011; note: potency is the fitted concentration of half-maximal effect; % is set by controls: 0 for no effect and ±100 for the full control effect; nearly all actives have a fitted effect of over 65% in size
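Rat TrxR1 (90 nM in the dispensed reagent) was pre-reduced with 400 uM NADPH for 5 min at room temperature, then incubated with compound for 15 min. After 400 uM selenite was added, NADPH fluorescence (Ex 340/Em 450 nm) was followed for 8 min.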
HP1b binding inh – HTS for Inhibitors of HP1-beta Chromodomain Interactions with Methylated Histone Tails | AID 540317, 2011 | 0.56% of 390,000 active | Potency, µM (top dose mostly 114 µM), inactives show at the top dose activity change, negative = inhibition, hits mostly inhibitors | AlphaScreen HP1-beta / biotin-H3K9me3 peptide binding; note: potency is the fitted concentration of half-maximal effect; nearly all actives have a fitted effect of over 70% in size; inactives centre near 23
Target sequence (P83916 whole entry, looked up): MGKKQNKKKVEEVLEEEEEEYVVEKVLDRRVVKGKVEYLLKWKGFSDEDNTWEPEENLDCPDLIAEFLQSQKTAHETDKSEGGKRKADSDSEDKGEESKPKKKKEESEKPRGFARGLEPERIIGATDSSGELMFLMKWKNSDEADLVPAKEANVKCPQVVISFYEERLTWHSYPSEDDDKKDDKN
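Compound inhibition of the preformed complex between 50 nM HP1-beta and 50 nM biotinylated H3K9me3 peptide was read by AlphaScreen. Buffer was PBS pH 7.4 with 0.01% Tween-20. Incubations ran 30 min at room temperature, with 10 ug/mL donor/acceptor beads.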
An asterisk follows results filed as active; i = inactive; ? = inconclusive; · = not tested or not shown; [ ] = remark or other dose. Unless noted, calls come from the whole dose curve; as a rule, active = well fitted curve in the direction sought with a large enough effect; inconclusive = small, poorly fitted or top-dose-only effect, or another doubt; inactive = no such curve, though single readings can be large; an effect the other way counts as inactive or inconclusive.

SMILES	GLS inh	Pin1 inhibitor	IDH1 R132H inh	PGK inhibitor	TrxR1 inh	HP1b binding inh	TrxR1 substrate	USP1 inh	PI4K2A inh
CC[C@]12c3[nH]c4cc(-c5ccco5)ccc4c3CCN1C(=O)[C@@H](CC(=O)NC/C=C(\C)CCC=C(C)C)C[C@@H]2C(=O)N1CCN(C(=O)c2ccco2)CC1	-10%	?	-25%	-8%	-2%	-7%	12%	?	-3
O=C(CN(C(=O)c1cc2c(s1)CCC2)C1CCCC1)NCc1cccs1	-9%	2%	-1%	-7%	7%	27%	0%	-16%	-2
CCCCOc1nc2c(c(=O)n(C)c(=O)n2C)n1C	0%	-2%	8%	-9%	16%	26%[57 µM]	6%	-16%	5
COc1ccc(N/C=C/C(=O)c2ccc(OC)c(OC)c2)cc1	-5%	29%	2%	-3%	28%[57.1 µM]	19%	5%[57.1 µM]	-8%	0
O=C(c1ccco1)N1N=C2CCCCCC2C1(O)C(F)(F)F (centres undefined)	1%	0%	-3%	i	22%	26%	6%	-29%	0
Cc1ccnc(NS(=O)(=O)c2ccc(-n3cccn3)cc2)c1	-9%	0%	-11%	-8%	3%	14%[57 µM]	8%	-10%	-1
O=C(/C=C/c1ccc(Cl)cc1)NC1CC2CCC1C2 (centres undefined)	1%	2%	9%	5%	6%	3%	3%[57.1 µM]	5%	5
N#Cc1ccccc1NC(=O)COC(=O)c1ccc(F)cc1F	0%	2%	5%	i	3%	34%	-3%	-9%	2
O=C(Oc1ccc[nH]c1=O)c1ccccc1	-1%	·	-5%	-4%	·	·	·	-22%	-1
Cc1c(NC(=O)Oc2ccccc2)sc(=S)n1C	47%[activator]	25%	6%	·	?	-14%	30%	-9%	3
CC(C)[C@H](NC(=O)c1ccccc1)C(=O)OCC(=O)Nc1ccc(Cl)cc1C(F)(F)F	-11%	-4%	5%	8%	7%[57.1 µM]	26%	5%[57.1 µM]	-20%	3
O=C(NC1CCN(C(=O)N2c3ccccc3Sc3ccccc32)CC1)c1ccco1	16%	2%	1%	i	3%[57.1 µM]	-7%	25%[57.1 µM]	-17%	-3

SMILES	GLS inh	Pin1 inhibitor	IDH1 R132H inh	PGK inhibitor	TrxR1 inh	HP1b binding inh	TrxR1 substrate	USP1 inh	PI4K2A inh
Cc1ccc(CCNC(=O)c2ccc3c(c2)nc2n3CCOC2)cc1	6%	-12%	-4%	10%	19%[57.1 µM]	16%[57 µM]	0%[57.1 µM]	?	2
CCc1cccc(C)c1NC(=O)CCS(=O)(=O)c1ccc2c(c1)oc(=O)n2C	4%	4%	-5%	i	?	?	1%	?	1
Cc1ccc(C)c(NC(=O)C2CC(=O)N(C(C)C)C2)c1 (centres undefined)	3%	-4%	2%	i	11%[57.1 µM]	30%	6%[57.1 µM]	-26%	4
CCCCNc1nc(Oc2ccc(=O)n(C)n2)nc(N2CCOCC2)n1	2%	2%	·	·	4%	45%[activator]	0%	-1%	0
CCc1ccccc1NC(=O)C1=CN2CCS(=O)(=O)N=C2C=C1	5%	-4%	-5%	6%	-1%	11%	1%	-6%	2
CCCCn1c(N)c(N(Cc2ccccc2OC)C(=O)c2sccc2C)c(=O)[nH]c1=O	8%	3%	1%	3%	-19%	10%	-15%	-1%	-4
CCN(CC)CCCNc1oc(-c2ccc(OC)cc2)nc1C#N	-4%	12%	-21%	13%	-5%[57.1 µM]	19%	71%[activator][57.1 µM]	-25%	-1
Cn1c(O)c(N=Nc2ccccc2)c2ccccc21	32%	-5%	1%	-4%	-15%	1%	-16%	-13%	6
CCc1ccc(C2=CC(c3cccc(C)c3)n3c(nc4ccccc43)N2)cc1 (centres undefined)	-23%	34%[activator]	-1%	12%	0%[57.1 µM]	90%[activator]	-4%[57.1 µM]	?	-9
CC(=O)C1=C(c2ccccc2)N(C(C)=O)n2c(C)nnc2S1	-10%	-8%	29µM*	-13%	7%	7%	11%	?	4
CC(=O)Nc1ccc(S(=O)(=O)Nc2cc([N+](=O)[O-])ccc2C)cc1	0%	-5%	27%	9%	22%[11.4 µM]	?	9%[57.1 µM]	-7%	1
COc1ccc(C2=CCCC2)c(OC)c1	6%	-2%	6%	4%	-1%[11.4 µM]	48%[activator]	1%[11.4 µM]	-19%	4

SMILES	GLS inh	Pin1 inhibitor	IDH1 R132H inh	PGK inhibitor	TrxR1 inh	HP1b binding inh	TrxR1 substrate	USP1 inh	PI4K2A inh
CCc1sc(C(=O)Nc2ccsc2C(=O)OC)cc1Br	11%	-9%	2%	-1%	20%	50%[activator]	14%	-10%	-7
NC(=O)C[n+]1cccc2ccccc21	4%	?	7%	3%	0%[57.1 µM]	17%	16%[57.1 µM]	?	0
Cc1ccc(-c2nnc(SCC(=O)N(CC(C)C)c3c(N)n(Cc4ccccc4)c(=O)[nH]c3=O)n2N)cc1	6%	7%	4%	7%	6%	13%	-5%	-5%	1
Cc1cccc[n+]1CC(=O)Nc1ccc([N+](=O)[O-])cc1Cl	4%	9%	3%	i	2%[57.1 µM]	15%	1%[57.1 µM]	-3%	-4
CCCC1Cc2c(sc3ncnc(N)c23)CO1 (centres undefined)	-7%	2%	1%	3%	50µM*	60%[activator]	39%[activator]	-18%	-3
O=C(NC1CC1)c1cc2ccccc2o1	1%	-2%	2%	-10%	12%	20%	8%	-2%	-4
COc1ccc(N2C(=O)CC(Nc3cccc([N+](=O)[O-])c3)C2=O)cc1 (centres undefined)	8%	3%	3%	-3%	19%	43%[activator]	3%	-19%	-1
Cc1nc(-c2ccc(NC(=O)C(C)(C)C)cc2)c(-c2ccccc2)o1	?	9%	3%	1%	14%[57.1 µM]	34%	13%[57.1 µM]	-17%	-12
CC(/C=C1\SC(=S)N(CC(=O)N2CCN(c3ccccc3)CC2)C1=O)=C\c1ccccc1	9%	-13%	-5%	1%	19%	14%	5%	-1%	4
O=C(CNS(=O)(=O)c1ccc2ccccc2c1)OCc1nnc(-c2ccccc2)o1	-2%	2%	4%	-8%	17%[57.1 µM]	21%	11%[57.1 µM]	-1%	2
N#Cc1nc(COc2cccc(Cl)c2)oc1NCCc1ccccc1	12%	5%	-3%	i	11%	?	3%	-12%	0
CCCSc1cc(N2CCCC2)nc(-c2ccccc2)n1	5%	-8%	1%	-5%	18%	145%[activator]	6%	0%	0

SMILES	GLS inh	Pin1 inhibitor	IDH1 R132H inh	PGK inhibitor	TrxR1 inh	HP1b binding inh	TrxR1 substrate	USP1 inh	PI4K2A inh
COc1ccc(OC)c(-n2c(SC)nnc2-c2c[nH]c3ccccc23)c1	-4%	1%	1%	-9%	13%[57.1 µM]	29%	12%[57.1 µM]	-18%	2
Cc1ccccc1N1C(=O)CN(Cc2sccc2C)C1=S	22%	-6%	4%	1%	7%	39%	0%	-2%	-4
CCOC(=O)Cc1csc(NC(=O)CSc2nnc(C)n2C)n1	-7%	2%	9%	0%	7%	28%	5%	-3%	0
O=C(CCC(=O)c1cccs1)NCCc1ccc(F)cc1	-1%	8%	4%	-4%	-28%	29%	-17%	-9%	1
CCCCCCC[C@H](N)[C@H](O)C(=O)N(C)[C@@H](CCS(C)=O)C(=O)N[C@@H](Cc1ccc(O)cc1)C(=O)N[C@@H](Cc1ccc(O)cc1)C(=O)O (some centres undefined)	27%	1%	-7%	1%	-6%	58%[activator]	-8%	22%	-8
CC(C)(C)C1CCc2c(sc(NC(=O)c3cc(C4CC4)on3)c2C#N)C1 (centres undefined)	7%	8%	0%	-4%	47%	11%	1%[57.1 µM]	-8%	-2
O=C(CNC(=O)/C(=C/c1ccccc1)NC(=O)c1ccc(Br)cc1)OCc1ccccc1	5%	2%	0%	-3%	-11%	29%	-7%	-15%	-2
CC1OC(OCC2OC(Oc3c(-c4ccc(O)cc4)oc4cc(O)cc(O)c4c3=O)C(O)C(O)C2O)C(O)C(O)C1O (centres undefined)	?	?	-3%	?	0%	-2%	-2%	-21%	-6
COC(=O)c1ccc(OCC(O)CN2CCc3cc(OC)c(OC)cc3C2c2ccccc2)cc1 (centres undefined)	7%	9%	10%	i	16%	25%	-2%	-12%	-5

Screens as filed in PubChem.

A portion of the library; rates above refer to the full screens.
